Source: PubChem
AID inhibitor – blocks human AID cytidine deaminase activity; Q9GZX7; Potency, µM (titrated, usually from 115 µM), inactives show at the highest dose activity change, negative = inhibition, hits mostly inhibitors; 91,000 compounds, 0.32% hits; AID deamination FRET fluorescence, UDG-coupled, 4 h; note: nearly all actives have a fitted effect of over 25% in size
Target sequence (Q9GZX7 whole entry, looked up): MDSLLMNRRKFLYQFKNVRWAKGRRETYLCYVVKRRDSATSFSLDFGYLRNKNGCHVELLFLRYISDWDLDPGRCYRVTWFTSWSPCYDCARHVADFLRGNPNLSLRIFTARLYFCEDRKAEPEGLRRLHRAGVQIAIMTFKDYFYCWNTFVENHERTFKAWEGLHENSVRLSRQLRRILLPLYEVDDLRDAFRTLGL
UDG counter – UDG inhibition counter-screen | FRET deamination/UDG coupled assay, UDG read, 4 h | Potency, µM (doses to about 115 µM), for inactives: at the highest dose activity change, negative = inhibition, most hits filed as inhibitors | 91,000 compounds, 0.14% hits; note: nearly all actives have a fitted effect of over 65% in size
Numbers without * were called inactive; ? = inconclusive; [ ] = another dose, or the depositor's remark. Calls come from the whole dose curve; as a rule, active = well fitted curve in the direction sought with a large enough effect; inconclusive = small, poorly fitted or top-dose-only effect, or another doubt; inactive = no such curve, though single readings can be large; an effect the other way counts as inactive or inconclusive. % is set by controls: 0 for no effect and ±100 for the full control effect; potency is the fitted concentration of half-maximal effect. Not all compounds are listed, so the mix of outcomes need not match the whole.

molecule,AID inhibitor,UDG counter
Cc1nc2nc(NCc3ccccc3Cl)[nH]n2c(=O)c1Cc1ccccc1,-17%,-4%
CCCn1c(=O)[nH]c(=O)c2c1nc(-c1ccc(CC)cc1)n2CCOC,-9%,2%
CN(Cc1ccc(F)c(F)c1)S(=O)(=O)c1ccc2c(c1)CCC2,-10%,2%
COc1ccc(NC(=O)c2nnn(Cc3ccc(Br)cc3F)c2N)c(OC)c1,26%,-7%
CCOC(=O)CNC(=O)c1cc(-c2ccccc2)nc2ccccc12,1%,-2%
COc1ccc(NS(=O)(=O)c2ccc3c(c2)CC(C)N3C(C)=O)c(OC)c1 (configuration not stated),-13%,-20%[57.5 µM]
CCC(C)NC(=O)COC(=O)c1ccc(C)c(C)c1 (configuration not stated),-4%,1%
Cc1ccc(C)c(NC(=O)CN2C(=O)CCc3ccccc32)c1,12%,-4%
O=C(CCCc1c[nH]c2ccccc12)NCCC12CC3CC(CC(C3)C1)C2,-13%,1%
O=C(NCCc1ccc(Cl)cc1)c1ccc2nc(Cc3ccccc3)oc2c1,-10%,15%
CCOc1ccc2c(=O)c(Oc3ccc(C(=O)OC)cc3)c(C(F)(F)F)oc2c1,0%,5%
COc1ccc(OCCn2c(C(C)Oc3ccccc3)nc3ccccc32)cc1 (configuration not stated),?,6%
CC(=O)c1ccc(NS(=O)(=O)c2c(C)nc3scc(C)n3c2=O)cc1,-13%,0%
Cc1ccc(S(=O)(=O)Nc2nc3n(n2)C(c2ccc(Cl)cc2)C=C(c2ccccc2)N3)cc1 (configuration not stated),?,0%
CCC(C)Nc1nc(-c2ccccn2)nc2ccccc12 (configuration not stated),-13%,0%
O=C(NCCC1=CCCCC1)c1ccccc1C(F)(F)F,-4%,-7%
CC(C)(C)c1ccc(NC(=O)CN2CCC(N3CCCC3)C2)cc1 (configuration not stated),-3%,-3%
Cc1ccc(SCCNC(=S)Nc2ccc(F)cc2)cc1,-5%,-2%
COCCNC(=O)CCc1nc2cccnc2n1Cc1ccc(OC)cc1,16%,-5%
O=C(O)CCNS(=O)(=O)c1ccc(Cl)c(C(=O)O)c1,2%,1%
CCCN(Cc1cccs1)C(=O)Nc1ccccc1OC,-19%,-9%
CC12CN3CC(C)(CN(C1)C3c1ccc(OCc3ccccc3)cc1)C2=O (configuration not stated),12%,1%
COc1ccc(NC(=O)c2oc3ccccc3c2NC(=O)Cc2cccs2)c(OC)c1,20%,-9%
COc1ccc(-c2cc3ccc(OCC(=O)OC(C)C)cc3oc2=O)cc1,-14%,-1%
COC(=O)c1ccc(NC(=O)CC2C(=O)N(c3cccc(C)c3)C(=O)N2Cc2ccco2)cc1 (configuration not stated),-4%,9%[57.5 µM]
Cc1cccc(-c2nc3c4ccccc4nc(NCc4ccc(F)cc4)n3n2)c1,-10%,-12%
CCC(C(=O)NCc1ccccc1Cl)n1c(=O)c2cccn2c2ccccc21 (configuration not stated),6%,6%[57.5 µM]
COCCNC(=S)NCCN(Cc1ccccc1)C(=S)NCCOC,-9%,-1%
O=C(OCc1ccc(Cl)c(Cl)c1)c1ccccc1Oc1ccccc1,-10%,-5%
COc1ccc(Cl)cc1NC(=O)Cn1c(=O)n(Cc2ccco2)c(=O)c2cccnc21,-1%,?
CCOc1ccc(S(=O)(=O)Nc2nc3ccccc3nc2Nc2ccc(OC)cc2)cc1,?,-1%
COc1ccc(OC)c(-c2csc(-c3c(N)c(C(=O)c4ccccc4)n4ccccc34)n2)c1,15%,16%
CCN(CC)C(=O)c1sc2c(c1C)c(=O)n(-c1ccccc1)c(=O)n2CC(=O)Nc1ccc(C)cc1C,-1%,-9%
N=C(N)c1ncccn1,2%,5%
Cc1ccc(S(=O)(=O)N2CCN(CCS(=O)(=O)CCC(N)=O)CC2)cc1C,5%,9%
Cc1ccc(NC(=O)CN(C)C(=O)C(C)N2CCCC(C(F)(F)F)C2)cc1 (configuration not stated),1%,3%
Fc1c(F)c(C(F)(F)F)c(F)c(F)c1N/N=C/c1ccc(Br)cc1,-11%,-7%
COC(=O)c1c(C)[nH]c(C(=O)C(C)Cl)c1C (configuration not stated),2%,2%
Cc1ccc(S(=O)(=O)N(C)Cc2nc(-c3ccccc3)oc2C)cc1,?,?
Cc1oc(-c2nc(C#N)c(NCc3cccnc3)o2)cc1S(=O)(=O)N1CCCC1,2%,-2%
CC(C)(C)NC(=O)c1ccc(NC(=O)C2(C)CC2(Cl)Cl)cc1 (configuration not stated),4%,1%
COc1cccc(OC(=O)CSc2nnc(-c3ccc4c(c3)OCO4)o2)c1,8%,?
CCCOc1ccccc1C(=O)Nc1nc2c(s1)CCCC2,10%,5%[57.5 µM]
COc1ccc(S(=O)(=O)NCC(c2ccco2)S(=O)(=O)c2ccc(C)cc2)cc1C (configuration not stated),-3%,-4%
COc1ccccc1-c1noc(CCCC(=O)NCc2ccco2)n1,4%,0%
CC[N+](CC)(CC)CCOc1cccc(OCC[N+](CC)(CC)CC)c1OCC[N+](CC)(CC)CC,-8%,5%
c1ccc(-c2cc(-c3nnc(-c4ccccc4)c(-c4ccccc4)n3)[nH]n2)cc1,-8%,-8%
O=S(=O)(c1ccc2nc(Nc3ccc(F)cc3)ccc2c1)N1CCCC1,-5%,-11%[57.5 µM]
Cc1ccc(C)c(Cn2c(CN3CCN(Cc4ccccc4)CC3)nc3c2c(=O)[nH]c(=O)n3C)c1,-5%,-11%
Cc1cc(Cl)ccc1NC(=O)CS(=O)(=O)c1cccc2nsnc12,-1%,-6%
Cc1cc(F)ccc1NC(=O)c1csc2c1CCC(C)C2 (configuration not stated),5%,-2%
FC(F)(F)c1cccc(N2CCN(Cc3nnc(-c4ccccc4)o3)CC2)c1,6%,0%
O=C(CC1N=C2c3ccccc3N=C(SCC(=O)Nc3ccccc3F)N2C1=O)NCc1cccs1 (configuration not stated),0%,-4%
Cc1ccc(S(=O)(=O)c2cn(CC(=O)Nc3ccc4c(c3)OCO4)c3ccc(F)cc3c2=O)cc1,-9%,-4%
COc1ccc(N2CCN(C(=O)c3nn(C)c4c3CSc3ccccc3-4)CC2)cc1,?,-13%[57.5 µM]
CCCn1c(=O)c2sccc2n2c(CCCC(=O)Nc3ccccc3OCC)nnc12,1%,-22%
Cc1noc(C)c1S(=O)(=O)NCCc1csc2nc(-c3ccc(F)cc3)nn12,1%,-2%[57.5 µM]
Cc1ccc(CNC(=O)CCSCc2cnn(-c3ccccc3)c2-n2cccc2)cc1,-27%,2%[57.5 µM]
COc1ccc(-c2cc3nc(C)c(CCC(=O)N4CCN(c5ccc(F)cc5)CC4)c(C)n3n2)c(OC)c1,6%,-2%
COc1ccc(-c2cc3nc(C)c(CCC(=O)NCc4ccccc4Cl)c(C)n3n2)c(OC)c1,?,-16%

(continued)
molecule,AID inhibitor,UDG counter
O=S(=O)(Nc1ccc2nc(-c3ccc(F)cc3)oc2c1)c1ccccc1,163%[activator],12%
O=C(CSc1ccc2nnc(CCNS(=O)(=O)c3ccccc3)n2n1)Nc1ccccc1C(F)(F)F,58%[activator],-11%
Cc1cc(C)cc(OCCSc2nc3ccc(NC(=O)c4cccs4)cc3s2)c1,-20%,?
Cc1ccc2nc3sc(C(=O)NCCCN(C)c4ccccc4)cc3cc2c1,29%,?
Cc1ccc(S(=O)(=O)NCCc2cn3ccsc3n2)c(C)c1,13%,-2%[57.5 µM]
CCOc1ccc(CCNc2ncnc3onc(-c4ccc(Cl)cc4)c23)cc1,?,-5%
CCOc1ccc(CCNC(=O)CCN2N=C(c3ccc(OC)cc3)CCC2=O)cc1OCC,4%,3%[57.5 µM]
CC(=O)Nc1cccc(NC(=O)c2cc(C(C)C)nc3ccccc23)c1,-7%,1%
CCCCOC(=O)NS(=O)(=O)c1sc(CC(C)C)cc1-c1ccc(Cn2c(CC)nc3c(C)cc(C)nc32)cc1,-15%,-2%
O=C(NCCc1ccc(Cl)cc1)c1nnc(Cc2ccc(F)cc2)o1,?,-12%
O=C(CSc1ccc(-c2cccs2)nn1)Nc1ccccc1C(F)(F)F,-3%,8%[57.5 µM]
COc1ccc(NC(=O)Nc2nnc(N3CCCC(C)C3)s2)cc1 (configuration not stated),0%,3%
COC(=O)c1c(NC(=O)/C=C/c2ccc(OC)cc2)sc2c1CCC2,31%,-7%
Cc1ccc(C)c(-n2nnnc2Sc2nnnn2-c2ccccc2)c1,-23%,0%
O=C1CCCc2cc(S(=O)(=O)NCC3CCC(C(=O)NCc4ccc(F)cc4)CC3)ccc2N1 (configuration not stated),17%,3%
CCOc1ccc(N2CC(c3nc4ccc(C)cc4[nH]3)CC2=O)cc1 (configuration not stated),-8%,7%
CN(C)S(=O)(=O)n1cc(/C=C(\NC(=O)c2ccccc2Cl)C(=O)NCCCn2ccnc2)c2ccccc21,13%,5%
Cc1ccc(NC(=O)C2CC(=O)N(c3ccc(OC(C)C)cc3)C2)cc1 (configuration not stated),5%,-2%
O=C(CC1C=CCC1)NC1CCCc2ccccc21 (configuration not stated),2%,-1%
CCOc1ccccc1NC(=O)CSc1nc2c(=O)[nH]cnc2n1-c1ccc(C)cc1,-5%,5%
O=S(=O)(NCc1ccc(F)cc1)c1ccc(-c2cnc(C3CC3)o2)cc1,5%,-6%
CCCCCCCn1c(SCC(=O)O)nc2c1c(=O)[nH]c(=O)n2C,-6%,8%
Cc1ccc(NC(=O)C2CCN(S(=O)(=O)c3cccc4nsnc34)CC2)cc1F,1%,-4%
COc1ccc2cc(CN(C)C(=O)C3CCN(S(=O)(=O)c4ccccc4F)CC3)ccc2c1,-7%,-3%
Cc1cc(C)cc(OC(C)C(=O)Nc2nonc2-c2ccc(Br)cc2)c1 (configuration not stated),1%,-19%
COc1cc2c(cc1OC)C(COc1cc(C)cc(C)c1)N(C(=O)c1ccc(S(=O)(=O)N3CCCC3)cc1)CC2 (configuration not stated),-1%,-12%
O=C(Cn1ncc2c3ccccc3n(Cc3cccc(Cl)c3)c2c1=O)NCc1cccs1,7%,-3%
Cc1nn(CCC(=O)NC(C)C)c(=O)c2nn(-c3ccccc3)c(C)c12,1%,6%
Cc1cc2n(n1)CCC(=O)N2Cc1ccc(C(=O)Nc2cccc(C(F)(F)F)c2)cc1,-5%,-22%
Cc1ccc(S(=O)(=O)n2nc(-c3ccc(Cl)cc3)nc2NCc2ccccc2)cc1,-12%,-10%
O=C(COc1nc2ccccc2nc1N1CCOCC1)Nc1ccccc1,-6%,-1%
Cc1ccc(C(=O)Oc2cccc(C)c2C)cc1Br,1%,-2%
COC(=O)c1cccc(C(=O)NCc2ccccc2)c1,1%,-5%
Cc1ccc2[nH]c(C)c(CCN(Cc3cccs3)C(=S)NC(C)(C)C)c2c1,-9%,-5%
Cc1ccccc1C(=O)Nc1nnc(SCc2cc(=O)n3ccccc3n2)s1,10%,5%
CCOC(=O)c1cccc(NC(=O)c2sc3nc[nH]c(=O)c3c2C)c1,-4%,50%[activator]
Cc1cc2nc(N(Cc3cccnc3)C(=O)c3ccc(Cl)s3)sc2cc1C,2%,-14%
Nc1nccnc1C(=O)NCCc1cccnc1,-3%,-6%
CCCC(N)CCC,-7%,1%
CCN(CC(=O)NC1CCCC1)C(C)c1ccc(C#N)cc1 (configuration not stated),-4%,1%

An excerpt of these results, with each value named:
> Nc1nccnc1C(=O)NCCc1cccnc1
- AID inhibitor: -3%
- UDG counter: -6%

> CCCC(N)CCC
- AID inhibitor: -7%
- UDG counter: 1%

Continuation.
molecule,AID inhibitor,UDG counter
COc1ccc(N2C(=O)Cc3cc(OC)c(OC)cc3C2c2ccc(F)cc2)cc1 (configuration not stated),0%,?
CCn1c(CNC(=O)c2ccc(OC)cc2)nnc1SCC(=O)c1ccc(Br)cc1,-1%,4%
COC(=O)\C(=C/C=C/C=C/N(C)C)C(C)=O,15%,1%
CCOC(=O)c1c(C)[nH]c(C(=O)Cn2nnc(-c3cccc(C(F)(F)F)c3)n2)c1C,-4%,42%[activator]
CCC1CCC(C(=O)Nc2ccc(Br)c(C)c2)CC1 (configuration not stated),-5%,1%
O=C(NCCCCc1ccccc1)c1cc2ccccc2oc1=O,-4%,6%
N#Cc1ccc(CNCc2ccc(CN3CCCC3)cc2)cc1,-6%,-6%
Cc1cc(NC(=O)c2oc3c(c2C)-c2[nH]ncc2CC3)ccc1Br,35µM*,-17%[57.5 µM]
O=C(NC1CCCCC1)c1ccc2c(c1)N(Cc1ccc(Cl)cc1)C(=O)c1ccccc1S2=O (configuration not stated),-27%,-6%
O=C(Nc1ccc(-c2nnnn2C2CC2)cc1)NC1CCCCCC1,14%,8%

Random excerpt: 2 compounds from above, in no set order.
molecule,AID inhibitor,UDG counter
O=C(COc1nc2ccccc2nc1N1CCOCC1)Nc1ccccc1,-6%,-1%
Cc1ccc(S(=O)(=O)NCCc2cn3ccsc3n2)c(C)c1,13%,-2%[57.5 µM]
